# Compound activity from PubChem BioAssay.
# HGIII-sPLA2 inh – human group III sPLA2 inhibitors, primary screen, biochemical, QFRET, BODIPY PC-A2 liposome substrate; Group 3 secretory phospholipase A2 (Homo sapiens), Q9NZ20; QFRET BODIPY PC-A2 liposome hydrolysis, fluorescence; 370,000 compounds, 0.56% hits; inhibition, % at 12.2 µM;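 active means inhibition above mean plus 3 SD of compounds lying within the high and low control bounds, cut at about 19% in these data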;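 further: 0% = median of test compound wells and 100% = no enzyme DMSO wells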
# Target sequence (Q9NZ20 whole entry, looked up): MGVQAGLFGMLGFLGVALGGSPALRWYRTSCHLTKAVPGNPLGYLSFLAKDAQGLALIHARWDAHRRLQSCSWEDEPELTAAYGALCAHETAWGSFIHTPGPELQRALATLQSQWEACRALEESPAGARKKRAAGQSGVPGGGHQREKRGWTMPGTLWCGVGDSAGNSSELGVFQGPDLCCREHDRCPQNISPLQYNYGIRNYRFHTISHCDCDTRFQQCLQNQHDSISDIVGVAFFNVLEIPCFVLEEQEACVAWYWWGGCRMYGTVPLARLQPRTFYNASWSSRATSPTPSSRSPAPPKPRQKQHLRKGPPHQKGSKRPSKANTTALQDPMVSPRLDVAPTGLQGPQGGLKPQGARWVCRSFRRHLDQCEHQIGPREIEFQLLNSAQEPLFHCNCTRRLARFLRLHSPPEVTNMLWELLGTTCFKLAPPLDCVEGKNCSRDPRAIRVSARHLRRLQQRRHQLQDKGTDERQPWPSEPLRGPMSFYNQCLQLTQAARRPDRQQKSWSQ
# ADAM10 inh – human ADAM10 inhibitors, primary screen, biochemical, QFRET, HTS; Disintegrin and metalloproteinase domain-containing protein 10 (Homo sapiens), O14672; inhibition, % at 7 µM; recombinant ADAM10, EDANS/DABCYL FRET peptide cleavage, 3 h; 370,000 compounds, 0.62% hits;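 active means inhibition above a per-campaign cutoff equal to the mean of compounds falling between control-based bounds plus 3 SD, cut at about 20% in these data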;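 further: 0% = DMSO wells while the 100% control is not disclosed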
# Target sequence (O14672 214-748 limits assumed): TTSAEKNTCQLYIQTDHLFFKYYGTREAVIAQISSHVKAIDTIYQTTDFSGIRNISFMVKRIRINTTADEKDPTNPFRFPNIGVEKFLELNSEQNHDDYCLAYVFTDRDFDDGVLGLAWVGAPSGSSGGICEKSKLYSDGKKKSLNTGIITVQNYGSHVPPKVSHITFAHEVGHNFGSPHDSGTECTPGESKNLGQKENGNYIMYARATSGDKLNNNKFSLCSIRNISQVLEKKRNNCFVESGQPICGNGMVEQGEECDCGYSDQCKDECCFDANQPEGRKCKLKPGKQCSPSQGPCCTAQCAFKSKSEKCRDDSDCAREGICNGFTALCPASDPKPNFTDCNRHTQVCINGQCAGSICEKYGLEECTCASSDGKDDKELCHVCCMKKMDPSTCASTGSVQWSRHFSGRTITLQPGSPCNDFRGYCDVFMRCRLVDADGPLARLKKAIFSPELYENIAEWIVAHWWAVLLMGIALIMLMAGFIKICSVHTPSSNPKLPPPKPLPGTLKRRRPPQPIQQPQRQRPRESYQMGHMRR
# GC-A act – GC-A stimulated cGMP production enhancers – HEK293 GC-A cells, cGMP TR-FRET, EC30 ANP, primary screen; 0% at EC30 ANP, 100% saturating ANP; activation, % at 10 µM; 370,000 compounds, 0.14% hits; AID 1671463, 2021; in the data active means activation above about 40%
# hgDAF12 agonist – H. glycines DAF-12 receptor agonists, primary screen, cell-based, luminescence, HEK293, GAL4 fusion, UAS-luciferase; AID 687014, 2013; 370,000 compounds, 1.8% hits; activation, % at 6.8 µM; HEK293 GAL4-hgDAF12 UAS-luciferase reporter, agonist luminescence; normalized to butyrate control; Nuclear hormone receptor DAF-12 (Heterodera glycines), GAL4 fusion;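 active means activation above a cutoff set at the mean of all screened compounds plus 3 SD, cut at about 10% in these data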;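 further: 0% = DMSO wells and 100% = sodium butyrate wells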
# DAX1 inh-1 – DAX1 (NR0B1) inhibitors on StAR promoter, primary screen, cell-based, luminescence, SF-1 (NR5A1), full-length DAX-1. 370,000 compounds, 1.1% hits. HEK293T StAR-luciferase reporter, SF-1/DAX-1 repression relief. AID 652010, 2013. inhibition, % at 6.8 µM;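 active means inhibition above the mean over all tested compounds plus 3 SD, cut at about 3.6% in these data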;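 further: 0% = DAX-1 cells with DMSO and 100% = cells lacking DAX-1 with DMSO; higher inhibition means more luminescence from relief of DAX-1 repression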
# FXN GAA850 act – FXN promoter activators, primary screen, cell-based, luciferase luminescence, HEK293 lucGAA850; HEK293 lucGAA850 FXN promoter luciferase reporter, 24 h; percent of 10 µM SAHA response; activation, % at 6 µM; 360,000 compounds, 0.56% hits; AID 540364, 2011;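 active means activation above the average of all compounds screened plus 3 SD, cutoff fixed separately per campaign, cut at about 7.5% in these data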;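 further: 0% = DMSO wells and 100% = 10 µM SAHA wells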
# NPR2 activator – human GC-B receptor activators, primary screen, HEK293 GC-B cells, cGMP TR-FRET, EC30 CNP. 0% at EC30 CNP, 100% saturating CNP. activation, % at 10 µM. 370,000 compounds, 0.11% hits. Atrial natriuretic peptide receptor 2 (Homo sapiens), P20594;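 active means activation at 10 µM reaching about 35% in either raw or pattern-adjusted values, limit read from the data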
# hcDAF12 agonist – H. contortus DAF-12 nuclear receptor activators, primary screen, cell-based, luminescence, HEK293, lit1-tk-luc reporter; HEK293 hcDAF-12 lit1-tk-luc reporter; 0% DMSO, 100% Δ7-dafachronic acid; activation, % at 6.8 µM; 370,000 compounds, 1.4% hits; AID 652067, 2013;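 active means activation above the mean of all tested compounds plus 3 SD, cut at about 5.5% in these data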;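 further: 100% = response to 3 µM Δ7-dafachronic acid high control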
# DAX1 inh-2 – DAX1 (NR0B1) inhibitors, primary screen, cell-based, HEK293, Gal4-DAX1, luciferase luminescence. 340,000 compounds, 0.99% hits. inhibition, % at 6.75 µM. AID 504766, 2011. Nuclear receptor subfamily 0 group B member 1 (Homo sapiens), P51843. HEK293 Gal4-DAX1 luciferase reporter;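 active means inhibition above the mean over all tested compounds plus 3 SD, cut at about 4.2% in these data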;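 further: 0% = DAX1-transfected cells with DMSO and 100% = empty-vector control cells with DMSO; inhibition shows as a rise in luminescence from relieved DAX1 repression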
# SMARCA2 act – SMARCA2 (BRM) function activators, primary screen, cell-based, luminescence, high throughput; MG213 cells, MMTV-luciferase reporter, dexamethasone, overnight; activation, % at 9.1 µM; 370,000 compounds, 1% hits; AID 652017, 2013; in the data active means activation above about 7.8%;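 further: 0% = vehicle wells and 100% = reference activator wells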
# ssDAF12 agonist – S. stercoralis DAF-12 nuclear receptor activators, primary screen, cell-based, luminescence, HEK293, GRIP1 co-expression, lit1-tk-luc | Nuclear hormone receptor DAF-12 (Strongyloides stercoralis) | HEK293 ssDAF-12/GRIP1 lit1-tk-luc reporter; % of 3 µM dafachronic acid response | activation, % at 6.8 µM | 370,000 compounds, 1% hits | AID 652126, 2013;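 active means activation above the mean over all tested compounds plus 3 SD, cut at about 0.9% in these data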;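 further: 0% = DMSO-only wells and 100% = 3 µM delta7-dafachronic acid wells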
# * = called active by the depositor; i = inactive; x = no result given; & = joins results of further samples.
item	compound	HGIII-sPLA2 inh	ADAM10 inh	GC-A act	hgDAF12 agonist	DAX1 inh-1	FXN GAA850 act	NPR2 activator	hcDAF12 agonist	DAX1 inh-2	SMARCA2 act	ssDAF12 agonist
1	Cc1ccc(CNC(=O)CC2Sc3ccccc3NC2=O)cc1 (centres undefined)	-2.6	-2.4	-2.1	-1.4	0.8	3.3	2.5	-1.6	1.9	0.7	-0.7
2	COc1cccc(C(=O)SC2=NCCS2)c1	11.0	-2.0	1.6	-1.5	-0.4	-1.7	-3.4	1.0	0.9	-3.7	-1.3
3	CCCn1nnnc1-c1ccc(Cl)cc1	-0.5	-1.7	2.0	0.5	-0.4	-1.3	-5.7	0.2	-0.7	0.8	-1.2
4	Cc1ccc(NC(=O)CCc2nnc3ccc(N4CCN(C)CC4)nn23)cc1F	5.5	-9.5	1.1	3.4	0.7	1.2	-2.1	-0.8	0.6	-0.1	-1.1
5	CC(=O)/C(N=Nc1ccc(OC(F)(F)F)cc1)=C(\C)O	0.4	3.4	3.5	2.5	0.5	1.6	0.4	-0.3	0.3	-0.1	-0.4
6	CCCCNC(=O)c1ccc(CNc2c(N3CCC(C(=O)OCC)CC3)c(=O)c2=O)cc1	0.5&1.1	-5.4&5.0	-1.4&-0.1	3.3&-1.7	1.2&-0.6	-0.1&-0.4	1.5&-0.7	-1.0&1.2	0.3&0.8	-1.6&2.9	-0.6&-1.8
7	Cc1ccc(OCC(=O)Nc2ccc(O)c(C(=O)O)c2)cc1C	-5.0	-113.4	-0.5	1.1	0.0	-0.2	0.7	-0.3	-0.7	-0.4	-1.3
8	O=C(COC(=O)c1cc([N+](=O)[O-])ccc1NCCO)Nc1ccc2c(c1)OCO2	8.2	-8.3	19.9	-2.7	-2.3	2.5	10.3	-3.2	-2.4	-2.2	-0.9
9	N#CCSCC(=O)Nc1ccc(Br)cc1	-5.1	-2.0	2.6	1.1	-0.6	0.3	-0.7	1.2	0.7	-1.1	-1.1
10	CC1CCc2cccc3c(O)cc(=O)n1c23 (centres undefined)	-1.2	9.9	1.9	1.5	0.3	-0.2	3.8	1.0	1.8	3.4	-1.0
11	COc1ccc(CCN2CC(C(=O)OCC(=O)c3c(N)n(CC(C)C)c(=O)n(C)c3=O)CC2=O)cc1OC (centres undefined)	1.5	-6.2	-6.3	0.3	-0.1	0.1	-8.1	-0.3	-1.4	-3.5	-1.8
12	CC(=O)NNC(=S)NC(=O)c1cccc([N+](=O)[O-])c1	15.0	3.5	-5.7	-4.3	-0.1	-0.5	-0.4	-0.6	-0.7	0.1	-1.2
13	CCNC(=O)C(=O)NCc1ccncc1	3.7	8.8	0.9	-0.4	0.5	3.8	0.8	-1.9	1.2	0.6	-1.3
14	CSc1ncccc1C(=O)OCC(=O)N1CC(=O)Nc2ccccc21	-1.0	3.4	2.7	4.2	1.3	-0.1	-0.2	1.1	0.9	-5.8	-1.2
15	CC(C)N(C(=O)CSc1nc(Cc2ccccc2)nc2ccccc12)C(C)C	-7.8	3.8	-9.6	-2.2	-0.2	2.0	-10.0	-2.2	0.3	-1.1	-0.6
16	CC1(C)c2[nH]c3ccccc3c2C[C@@H]2C(=O)N(Cc3ccccc3)C(=O)N21	-19.3	4.8	8.3	-0.5	-0.4	-3.0	5.0	-1.2	-1.4	0.3	-1.6
17	COc1ccc(Cl)cc1NC(=O)CN(C)C(=O)CNC(=O)C12CC3CC(CC(C3)C1)C2	-3.5	0.2	14.7	1.5	-0.1	1.2	0.4	0.3	-1.0	-1.4	-1.0
18	COc1ccc(C2/C(=C(/O)c3ccc4c(c3)CC(C)O4)C(=O)C(=O)N2CCCN2CCOCC2)cc1OC (centres undefined)	-1.9	-1.8	-0.6	-1.9	0.0	0.2	0.9	-2.0	0.7	-2.1	-1.0
19	CCOc1cccc(CN2CCCC(N3CCc4ccccc4C3)C2)c1O (centres undefined)	-5.7	-3.0	-5.5	1.7	0.1	-2.2	-8.8	0.5	-1.0	-1.9	-0.6
20	COc1ccc(N/C=C(\C(C)=O)c2ccc(OC)c(OC)c2)cc1OC	0.7	-3.2	3.3	-1.9	-0.5	5.3	2.3	-1.1	-0.8	-1.9	-1.2
21	Cc1cc(C)c(NC(=O)CSc2nc3ncc(Br)cc3[nH]2)c(C)c1	-5.6	-4.6	-1.9	2.5	-0.3	0.8	-5.8	-0.4	0.4	-3.6	-1.0
22	COc1ccc(C(C)C)cc1S(=O)(=O)Nc1ccncc1	-63.5	2.9	-3.3	-2.7	-0.2	2.8	-0.2	-1.6	-0.5	-3.2	-1.3
23	O=C(CN(C(=O)CSc1nc2ccccc2o1)c1ccccc1)NC1CCCCC1	-5.3	-3.3	-9.2	-1.0	-0.6	0.3	-5.7	-0.4	-1.2	-1.6	-0.7
24	CCC(=O)N1CCN(c2cc(N3CCCC3)c(F)cc2[N+](=O)[O-])CC1	2.8	-3.0	3.6	-0.9	-1.2	-0.5	-4.2	-1.0	1.2	-1.2	-1.5
25	CCN(CC)S(=O)(=O)c1ccc(O)c(C(=O)OCC(=O)N2CCCc3ccccc32)c1	-6.2	-65.1	0.2	-0.1	-0.5	-1.9	-0.1	-0.4	1.7	0.1	-1.2
26	Nc1ccc2cccc(O)c2c1	3.0	-0.7	-21.2	1.8	2.1	1.5	-4.0	3.8	2.8	-0.8	0.3
27	Cc1cccc(OCC(O)CN2CCN(C3CCCCC3)CC2)c1 (centres undefined)	-5.1	2.2	-1.1	3.1	0.6	-0.2	7.2	1.4	0.9	0.6	-0.5
28	CCOc1ccccc1NC(=O)C1CCN(C(=O)c2cccs2)CC1	1.0	1.3	-1.9	-1.0	0.0	2.2	5.1	0.9	0.4	0.0	-0.8
29	Cc1ccc(C)c(CNS(=O)(=O)c2ccc3c(c2)C(C)(C)C(=O)N3C)c1	-6.5	-2.2	6.6	-2.2	0.1	0.2	-3.2	-2.6	1.3	0.9	-1.0
30	COC(=O)c1cc(NC(=O)CC2C(=O)NCCN2C(=O)c2ccccc2)cc(C(=O)OC)c1 (centres undefined)	-4.5	-1.8	-1.7	0.6	-0.8	0.8	-0.8	-0.6	-1.3	0.7	-0.6
31	COc1cccc(NC(=O)C2CCCN2C(=O)Nc2ccccc2)c1 (centres undefined)	-1.1	2.4	0.0	-0.5	-0.2	0.0	-2.2	-1.1	0.8	-0.1	-1.1
32	Cc1ccccc1OCC(=O)Nc1ccc2c(c1)C(=O)N(CCC(=O)O)C2=O	0.0	-10.4	-3.8	-0.3	0.0	1.2	-1.8	-0.2	1.1	-0.4	-0.7
33	CC(Oc1cccc2cccnc12)C(=O)N/N=C/c1ccc2c(c1)OCO2 (centres undefined)	-6.7	-11.9	-2.8	3.9	-0.4	-0.7	-10.1	-0.3	1.5	1.4	-1.1
34	CC1(C(=O)NS(=O)(=O)C2CC2)CCCN(C(=O)c2cccnc2Oc2ccccc2)C1 (centres undefined)	0.0	-2.6	1.1	-2.9	-0.3	0.9	0.5	-0.5	x	5.1	0.4
35	O=C1C(CN2CCCC2)CCCC1CN1CCCC1 (centres undefined)	14.7	-6.1	1.3	0.6	1.4	-0.7	-2.3	-2.8	0.1	-4.3	-1.8
36	CC(CN1CCCCC1)OC(=O)c1ccc2c(c1)OCCO2 (centres undefined)	1.6	0.3	-0.2	6.6	1.0	4.1	1.2	4.0	-0.3	1.3	-0.5
37	CCN1CCSc2ccc(C(=O)NCc3cccc(Br)c3)cc21	2.0	i	1.8	-3.0	-0.8	-0.2	-1.1	0.8	-0.1	-1.4	-1.0
38	CC(C)c1ccc(NC(=O)CSc2nc(=O)[nH]c3c2CCCC3)cc1	-9.3	-5.1	2.4	-1.5	-7.2	-1.4	1.7	-0.8	-1.5	-0.5	-0.9
39	O=S(=O)(O)c1nc2ccccc2n1Cc1ccc(Cl)cc1Cl	-27.0	9.2	-5.1	2.0	0.5	-1.8	-6.2	2.3	2.5	-1.3	-0.4
40	CCOC(=O)c1c(C)nc(-c2ccccc2)nc1NC(C)=O	2.7	3.2	0.8	4.2	-0.3	0.9	3.3	3.3	1.0	1.6	-0.1
41	Cc1cc(C)nc(Oc2ccc([N+](=O)[O-])cc2)n1	10.0	12.1	-0.2	5.4	0.3	0.3	-0.6	-1.2	0.9	0.8	-1.2
42	Cc1cccc(-n2nnnc2SCC(=O)c2cc(C)n(CC3CCCO3)c2C)c1 (centres undefined)	0.4	-5.6	-2.1	0.9	-0.9	2.7	1.0	-0.7	-1.6	-1.1	-1.3
43	O=C(N=C1SC2CS(=O)(=O)CC2N1c1c(Cl)cccc1Cl)C1CC1 (centres undefined)	7.0	-9.0	-1.3	-2.2	0.4	0.1	-0.9	-1.1	0.5	0.1	-1.0
44	O=C(CN1CCN(S(=O)(=O)c2ccc(F)c(Cl)c2)CC1)N1CCc2ccccc2C1	-12.4	-9.5	-6.1	-1.1	-0.7	0.1	-5.7	0.7	1.6	-1.6	-0.5
45	CCCC(c1nnnn1Cc1ccc(F)cc1)N1CCN(CC)CC1 (centres undefined)	8.1	-2.1	-3.8	1.1	0.1	2.8	4.8	0.2	-0.6	-4.7	-1.5
46	COC(=O)CCSCC(=O)Nc1cc(C)on1	-3.7	-2.2	-0.1	1.2	-0.4	-1.2	-2.1	-1.2	-0.7	3.2	-1.0
47	c1csc(-c2ccc3ccccc3n2)c1	-4.2	-157.2	-2.4	8.1	1.6	0.9	3.2	4.7	2.3	5.1	-0.4
48	Cc1ccc(NC(=O)COc2coc(CN3c4ccccc4CC3C)cc2=O)c(C)c1 (centres undefined)	2.0	-0.1	-0.5	-1.0	-3.6	-0.4	3.6	-1.6	-0.6	-0.9	-0.8
49	O=C(C(=Cc1ccccc1)CN1CCCCC1)c1ccccc1	-1.3	4.0	-14.8	-12.3	-5.9	-13.9	-16.1	-2.1	-5.9	-5.2	-2.1
